GSK3B inh: inhibitors of human GSK3beta kinase; P49841; GST-GSK3beta kinase, ADP-Glo luminescence, 60 min; stronger effect = lower value; activity score (negative = inhibition), % at 10 µM; actives 0.038% (n = 300,000); AID 2097;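 active means more than half of replicate wells score below -50%, meaning over 50% inhibition versus plate controls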;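 further: 0% = median DMSO wells and -100% = median GW8510 positive control wells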
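Test system: GST-fused GSK3beta enzyme, cell-free | Quantity: 1.6 ng GST-GSK3beta enzyme per well | Reagent: 25 µM ATP with peptide substrate | Schedule: 60 min enzyme reaction, room temperature | Signal: Luminescent ADP-Glo measurement of ADP formed | Read-out basis: Score relative to plate controls | Control set: DMSO and 20 µM GW8510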
GSK3A inh: human GSK-3 alpha kinase inhibition; ADP-Glo luminescence, 60 min; inhibition, % at 10 µM; actives 0.1% (n = 320,000); P49840; AID 2650;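 in the data active means inhibition above about 50%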;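 further: GST-tagged GSK-3 alpha with peptide substrate and 25 µM ATP; 0% = DMSO neutral wells and 100% = GW8510 positive control wells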
KCNK9 inh: blocks the human KCNK9 two-pore domain potassium channel; Q9NPC2; HEK293 KCNK9, FluxOR thallium flux fluorescence; stronger effect = lower value; B-score at 10 µM; actives 1.2% (n = 310,000); AID 488922;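 active means ratio B-score over 3 SD below the library mean, with starting fluorescence within 5 SD of its mean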;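 further: negative B-score means less thallium flux so channel inhibition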
Dyrk1A ADPGlo: blocks rat Dyrk1A kinase activity | inhibition, % at 12.5 µM | AID 504441 | actives 0.43% (n = 310,000) | ADP-Glo luminescence, NFATc1 peptide; in the data active means inhibition above about 50%;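 further: plate controls were vehicle with enzyme for no effect and no enzyme for full effect; many of its hits are not listed in these tables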
RGS4 pot: RGS4 potentiation or activation | HEK293 M3R/inducible RGS4, carbachol calcium flux Fluo4; stronger effect = lower value | B-score at 10 µM | actives 0.92% (n = 310,000) | AID 463111;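 active means B-score of the integrated calcium signal more than 4 SD below the library mean, with starting fluorescence not abnormally high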;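 further: negative B-score means reduced calcium response which marks RGS4 activation or potentiation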
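System – HEK293 FlpIn-TREx cells, stable M3R, doxycycline-inducible RGS4 · Reagent – ECmax carbachol challenge · Times – compound preincubation 20 min at room temperature before agonist · Technique – Fluo4 fluorescence kinetic imaging of calcium · Measure – B score of integrated Fluo4 ratio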
KCNQ1 pot: potentiates or activates the human KCNQ1 potassium channel; P51787; CHO-K1 KCNQ1, thallium flux FluxOR fluorescence; stronger effect = higher value; B-score at 10 µM; actives 0.35% (n = 310,000);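 active means fluorescence ratio B-score, a plate-corrected score, at least three library SD, with initial intensity B-score within 5 SD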
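Schedule – 37 °C overnight plating, 90-min dark dye load, 20-min compound pretreatment · System – stable KCNQ1 CHO-K1 line · Probe or stimulus – thallium- and potassium-containing depolarizing buffer · Measured by – kinetic FluxOR fluorescence, 10 s baseline plus 110 s post-stimulus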
hERG rescue: compounds protecting human hERG from proarrhythmic drug block; CHO-hERG, FluxOR thallium flux, dofetilide IC70 present; AID 1511; activation (rescue from dofetilide block), less the hit threshold, % at 10 µM; actives 0.51% (n = 310,000); Q12809;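 active means activation above the mean of controls blocked by dofetilide plus 5 SD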;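 further: thallium influx through hERG after potassium depolarization seen as dye fluorescence rise; in these data hits start at about 4.7%; inactives centre near -7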
Target sequence (Q12809 whole entry, looked up): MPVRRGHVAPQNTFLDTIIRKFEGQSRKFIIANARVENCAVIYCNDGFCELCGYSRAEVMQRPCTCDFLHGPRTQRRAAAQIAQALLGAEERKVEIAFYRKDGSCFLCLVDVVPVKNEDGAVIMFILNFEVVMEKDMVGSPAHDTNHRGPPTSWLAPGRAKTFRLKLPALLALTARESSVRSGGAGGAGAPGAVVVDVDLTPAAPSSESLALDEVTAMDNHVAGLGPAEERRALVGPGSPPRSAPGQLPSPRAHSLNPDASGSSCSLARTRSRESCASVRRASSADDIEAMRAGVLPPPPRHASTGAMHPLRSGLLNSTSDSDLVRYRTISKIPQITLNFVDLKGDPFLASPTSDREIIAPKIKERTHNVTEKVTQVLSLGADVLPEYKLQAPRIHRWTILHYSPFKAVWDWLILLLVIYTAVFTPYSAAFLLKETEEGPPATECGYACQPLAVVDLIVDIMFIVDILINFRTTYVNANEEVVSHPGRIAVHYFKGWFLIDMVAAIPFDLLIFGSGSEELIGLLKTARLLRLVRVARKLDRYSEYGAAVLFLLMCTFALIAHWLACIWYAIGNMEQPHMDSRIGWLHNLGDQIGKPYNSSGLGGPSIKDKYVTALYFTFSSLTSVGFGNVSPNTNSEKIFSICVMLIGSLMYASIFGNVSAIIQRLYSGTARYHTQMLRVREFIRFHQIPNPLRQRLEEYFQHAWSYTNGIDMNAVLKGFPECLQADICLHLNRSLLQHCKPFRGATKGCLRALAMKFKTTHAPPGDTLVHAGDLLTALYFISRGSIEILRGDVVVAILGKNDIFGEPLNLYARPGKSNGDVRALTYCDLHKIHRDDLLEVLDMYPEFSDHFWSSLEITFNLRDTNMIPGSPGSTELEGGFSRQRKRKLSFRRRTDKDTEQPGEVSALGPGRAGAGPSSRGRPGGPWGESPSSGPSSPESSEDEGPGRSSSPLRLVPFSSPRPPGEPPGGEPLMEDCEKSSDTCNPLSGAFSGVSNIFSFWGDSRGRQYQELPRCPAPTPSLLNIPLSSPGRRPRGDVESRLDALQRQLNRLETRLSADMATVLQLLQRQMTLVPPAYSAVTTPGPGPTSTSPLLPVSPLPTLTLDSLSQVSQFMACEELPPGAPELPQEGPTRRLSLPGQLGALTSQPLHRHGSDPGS
KCNK3 block: human KCNK3 channel inhibition, primary screen | O14649 | CHO-KCNK3 thallium flux, FluxOR fluorescence; stronger effect = lower value | B-score at 10 µM | actives 0.84% (n = 340,000);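 active means B-score under library mean minus 4 SD, starting fluorescence ratio at most library mean plus 5 SD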;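 further: more negative B-score means stronger inhibition of thallium flux through KCNK3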
PolyA inh: yeast polyadenylation inhibition. S. cerevisiae SKY197-pL101 polyadenylation reporter, beta-gal luminescence; efflux-impaired pdr1/pdr3 knockout yeast; score 100 = 6 SD above DMSO. calls only at 12 µM. actives 0.02% (n = 300,000). AID 1875;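 active means lowest replicate activity score at least 50, where 100 means six control SD above control mean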;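 further: yeast exposed to compound for 9 h at 30 °C; higher score means more reporter readthrough which indicates perturbed polyadenylation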
KCNQ1 block: blocks the human KCNQ1 potassium channel | P51787 | CHO-K1 KCNQ1, FluxOR thallium flux fluorescence; stronger effect = higher value | B-score at 10 µM | actives 1.3% (n = 310,000) | AID 2642;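 active means compounds whose thallium flux B-score, printed positive for inhibition, exceeds three library SD while starting fluorescence stays within three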;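 further: channel opened by potassium depolarization with thallium stimulus after 20 min compound exposure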
RGS4 inh: inhibitors of human RGS4. B-score at 10 µM. AID 463165. P49798. HEK293 M3R/RGS4 inducible, Fluo-4 calcium flux; stronger effect = higher value; triggered by carbachol at its EC20. actives 0.45% (n = 310,000);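 active means B-score, a plate-corrected calcium signal, over three deviations above library mean, with baseline fluorescence within five deviations of library mean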;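 further: RGS4 expression induced by doxycycline in cells with stable M3 receptor; B-score is computed from the integrated fluorescence ratio over baseline after carbachol; higher B-score means a larger calcium signal and so more RGS4 inhibition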
* marks the source's active call; other numbers are inactive results; i = inactive; . = not tested or not shown. These rows are one share of the data (hit frequency here may not be typical).

Key to letters: A = GSK3B inh; B = GSK3A inh; C = KCNK9 inh; D = Dyrk1A ADPGlo; E = RGS4 pot; F = KCNQ1 pot; G = hERG rescue; H = KCNK3 block; I = PolyA inh; J = KCNQ1 block; K = RGS4 inh
COC(=O)c1ccccc1NC(=O)CSc1nncn1-c1ccccn1
  A: 1; B: 6; C: i; D: -8; E: i; F: i; G: -2; H: i; I: i; J: i; K: i
O=c1[nH]c(CSc2nnc3ccccn23)nc2cc(C(F)(F)F)ccc12
  A: 1; B: 0; C: i; D: .; E: i; F: i; G: -12; H: .; I: i; J: i; K: i
Cc1ccccc1C(=O)N1CCC(C(=O)Nc2ccccc2N2CCCC2)CC1
  A: 8; B: -1; C: i; D: -3; E: i; F: i; G: -11; H: i; I: i; J: i; K: i
COc1ccc(COCC(O)CN2CCC(C(N)=O)CC2)cc1OC (stereo not drawn)
  A: 3; B: -2; C: i; D: 4; E: i; F: i; G: -8; H: i; I: i; J: i; K: i
Cc1cc(=O)oc2cc(OCC(=O)N3c4ccccc4CC3C)ccc12 (stereo not drawn)
  A: 0; B: -1; C: i; D: 2; E: i; F: i; G: -9; H: i; I: i; J: i; K: i
CCCCc1ccc(NC(=S)NCc2ccc(OC)cc2)cc1
  A: -1; B: -1; C: i; D: 20; E: i; F: i; G: -6; H: i; I: i; J: i; K: i
COc1cccc(C2=NC(C)(C)NC(c3ccccc3O)C2)c1 (stereo not drawn)
  A: -2; B: -4; C: i; D: 1; E: i; F: i; G: -13; H: i; I: i; J: i; K: i
O=C(COC(=O)C12CC3CC(CC(C3)C1)C2)Nc1nc2c(F)c(F)c(F)cc2s1
  A: -1; B: -3; C: i; D: 3; E: i; F: i; G: -9; H: i; I: i; J: i; K: i
Cc1ccc(CN2C(=O)CCSc3ccc(Cl)cc32)cc1
  A: 0; B: 0; C: i; D: -3; E: i; F: i; G: -11; H: i; I: i; J: i; K: i
O=C(CSc1nnc(Nc2ccccc2)s1)Nc1ccc(S(=O)(=O)N2CCOCC2)cc1
  A: -19; B: -2; C: i; D: 3; E: i; F: i; G: -9; H: i; I: i; J: i; K: i

Going on with the list:
Key to letters: A = GSK3B inh; B = GSK3A inh; C = KCNK9 inh; D = Dyrk1A ADPGlo; E = RGS4 pot; F = KCNQ1 pot; G = hERG rescue; H = KCNK3 block; I = PolyA inh; J = KCNQ1 block; K = RGS4 inh
C/C(CC(=O)NCCCN1CCOCC1)=N\NC(=O)COc1cccc2ccccc12
  A: 1; B: .; C: i; D: 1; E: i; F: i; G: -9; H: i; I: i; J: i; K: i
CCOc1ccc(NC(=O)c2cn(-c3ccc(OCC)cc3)c(=O)c3cc(OC)c(OC)cc23)cc1
  A: 2; B: -1; C: i; D: -2; E: i; F: i; G: -10; H: i; I: i; J: i; K: i
CCC1CCCCN1C(=O)CSc1nnc(CNC(=O)c2c(F)cccc2Cl)o1 (stereo not drawn)
  A: .; B: -2; C: i; D: 0; E: i; F: i; G: -5; H: i; I: i; J: i; K: i
Nc1ccc(Cl)c(S(=O)(=O)Nc2ccc(Cl)cc2)c1
  A: 2; B: -2; C: i; D: 12; E: i; F: i; G: -12; H: i; I: i; J: i; K: i
CC1(C)CC(=O)C2=C(C1)N(c1ccc(F)cc1)C(=O)C2(NC(=O)c1ccccc1F)C(F)(F)F (stereo not drawn)
  A: -2; B: 4; C: i; D: 3; E: i; F: i; G: -12; H: i; I: i; J: i; K: i
Cc1ccc(C(=O)NNC(=O)C2CCN(c3nccc(C)n3)CC2)cc1
  A: 1; B: -2; C: i; D: 9; E: i; F: i; G: -1; H: i; I: i; J: i; K: i
COc1cc(OC)cc(C(=O)N[C@H](C(=O)OCC(=O)Nc2ccc(OC)c(OC)c2)C(C)C)c1
  A: -1; B: 0; C: i; D: -2; E: i; F: i; G: -6; H: i; I: i; J: i; K: i
COc1ccc(S(=O)(=O)NCc2ccccc2)cc1
  A: 4; B: -1; C: i; D: -3; E: i; F: i; G: -9; H: i; I: i; J: i; K: i
Cc1ccc2c(c1)C(c1ccccc1)N(C(=O)c1ccccc1[N+](=O)[O-])CC(=O)N2 (stereo not drawn)
  A: 0; B: -1; C: i; D: 4; E: i; F: i; G: -13; H: i; I: i; J: i; K: i
O=C(c1cc(-c2cccs2)nn1-c1ccccc1)N1CCN(S(=O)(=O)c2ccccc2)CC1
  A: 1; B: 0; C: i; D: 2; E: -7.2*; F: i; G: -17; H: i; I: i; J: 7*; K: i

Other entries
Key to letters: A = GSK3B inh; B = GSK3A inh; C = KCNK9 inh; D = Dyrk1A ADPGlo; E = RGS4 pot; F = KCNQ1 pot; G = hERG rescue; H = KCNK3 block; I = PolyA inh; J = KCNQ1 block; K = RGS4 inh
COc1ccc(-c2nnc(SCC(=O)N/N=C/c3ccccc3C(=O)O)n2-c2ccc(Cl)cc2)cc1
  A: 1; B: -1; C: i; D: -5; E: i; F: i; G: -13; H: i; I: i; J: i; K: i
O=C(Nc1nnc2n1CCS2)c1ccco1
  A: -3; B: -1; C: i; D: -1; E: i; F: i; G: -7; H: i; I: i; J: i; K: i
CCCn1c(CN2CCN(C(=O)OCC)CC2)nc2cc(NC(=O)CC)ccc21
  A: 1; B: -2; C: i; D: -4; E: i; F: i; G: -9; H: i; I: i; J: i; K: i
CC(C)COc1ccc2[nH]c3c(c2c1)CCCC3=O
  A: 9; B: 0; C: i; D: -5; E: i; F: i; G: -7; H: i; I: i; J: i; K: i
COc1ccc(/C(C)=N/NC(=S)NCc2ccco2)cc1
  A: -3; B: 2; C: i; D: -3; E: i; F: i; G: -6; H: i; I: i; J: i; K: i
CCOC(=O)c1ccc(N2C(=O)c3n[nH]c(C)c3C2c2ccc(OC)c(OC)c2)cc1 (stereo not drawn)
  A: -1; B: -1; C: i; D: -6; E: i; F: i; G: -18; H: i; I: i; J: i; K: i
CCc1ccc(NC(=O)CCc2nc3sc4c(c3c(=O)[nH]2)CCCC4)cc1
  A: -5; B: -2; C: i; D: -1; E: i; F: i; G: -16; H: i; I: i; J: i; K: i
O=C(N/N=C\c1ccccc1)c1ccccc1-n1cccc1
  A: 3; B: -1; C: i; D: -4; E: i; F: i; G: -21; H: i; I: i; J: i; K: i
CC(=O)c1ccc(N2CCN(C(=S)Nc3ccccc3)CC2)cc1
  A: 1; B: -1; C: i; D: -4; E: i; F: i; G: -12; H: i; I: i; J: i; K: i
Cc1ccccc1-c1nc(CN2CCC(C(=O)NCCCN3CCOCC3)CC2)c(C)o1
  A: -2; B: 1; C: i; D: 4; E: i; F: i; G: -12; H: i; I: i; J: i; K: i

Later entries
Second line of a record: GSK3B inh	GSK3A inh	KCNK9 inh	Dyrk1A ADPGlo	RGS4 pot	KCNQ1 pot	hERG rescue	KCNK3 block	PolyA inh	KCNQ1 block	RGS4 inh
COc1ccccc1N1CCN(C(=O)c2cc(C3CC3)on2)CC1
    -3	3	i	0	i	i	-6	i	i	i	i
O=C(C1CCCO1)N1CCN(c2c3c(nc4cc(-c5ccc(F)cc5)nn24)CCC3)CC1 (stereo not drawn)
    -6	-5	i	2	i	i	-1	i	i	i	i
COc1cc(C2N(c3ccc(Cl)cc3)C(=O)C3CCCN32)cc(OC)c1OC (stereo not drawn)
    0	.	i	7	i	i	-6	i	i	i	i
O=C1CC(C(=O)O)c2ccccc2N1 (stereo not drawn)
    1	-3	i	2	i	i	-10	i	i	i	i
Cc1ccc(C2CC(c3ccc(C)cc3)n3nc(N)nc3N2)cc1 (stereo not drawn)
    1	-2	i	4	i	i	-7	i	i	i	i
COc1ccc(C(=O)NCC(O)CN2CCOCC2)cc1[N+](=O)[O-] (stereo not drawn)
    0	-2	i	3	i	i	-10	i	i	i	i
COc1ccc(C(=O)Nc2cccc(NC(=O)c3ccc(OC)c(OC)c3)n2)cc1OC
    2	-2	i	21	i	i	-5	i	i	i	i
COc1cccc(C(C(=O)NC2CCCC2)N(CC2CCCO2)C(=O)Cc2cccs2)c1 (stereo not drawn)
    0	0	i	1	i	i	-7	i	i	i	i
CC(=O)CCc1c(C)nc2ccc(C(=O)O)cc2c1Cl
    -3	6	i	4	i	i	-4	i	i	i	i
Cc1nnsc1C(=O)N/N=C/c1cccc(C(F)(F)F)c1
    0	-3	i	.	i	i	-14	i	i	i	i
CCC12CN3CC(CC)(CN(C1)C3c1ccc(OC(C)C)cc1)C2=O (stereo not drawn)
    5	-4	i	-5	i	i	-19	i	i	i	i
Cc1ccc2oc(-c3ccc(NC(=O)c4ccncc4)cc3O)nc2c1
    2	-2	i	-1	i	i	-5	i	i	i	i
O=C(Cc1ccc(Cl)cc1)Nc1ccc(SC(F)F)cc1
    5	-4	i	0	i	i	0	i	i	i	i
COc1cccc(CNC(=O)CN(C)S(=O)(=O)c2cccc3cccnc23)c1
    -4	1	i	-5	i	i	-12	i	i	i	i
COCCCNC(=S)N1CCN(c2nc(-c3cccc(OC)c3)cs2)CC1
    2	11	i	.	i	i	-2	i	i	i	i
CNc1nc(-c2c(C)[nH]c3ccc(OC)cc23)cs1
    1	-1	i	1	i	i	-8	i	i	i	i
COc1cc(/C=C2/SC(=S)N(CC3CCCO3)C2=O)ccc1O (stereo not drawn)
    -1	.	i	17	i	i	-19	i	i	i	i
CCCCn1c(N)c(N(CC(C)C)C(=O)c2ccc(OCC3CCCO3)cc2)c(=O)[nH]c1=O (stereo not drawn)
    -1	-1	i	-3	i	i	-12	i	i	i	i
